# POLK inh: blocks human DNA polymerase kappa activity; Q9UBT6; purified Pol kappa, fluorescent DNA synthesis assay, 10 min; Potency, µM (titrated, usually from 107 µM), for the others: at the highest dose activity, negative = inhibition, actives largely listed as inhibitors; actives 0.53% (n = 400,000); further: potency means the concentration at half of the fitted maximal effect; on the % scale 0 is the no-effect control and ±100 the full control effect
#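 Pol kappa 10 nM + cpd, 15 min RT; start w/ substrate 50 nM final; fluorescence kinetic read, 0 and 10 min. Neg ctrl: buffer, no enzyme.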
# Pol beta inh: blocks human DNA polymerase beta activity; P06746; Pol beta primer extension/strand displacement, fluorescence kinetic; Potency, µM (titrated, usually from 114 µM), inactives show at the top dose activity change, negative = inhibition, actives largely listed as inhibitors; actives 1.3% (n = 340,000); AID 485314; further: potency means the concentration at half of the fitted maximal effect; on the % scale 0 is the no-effect control and ±100 the full control effect
#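 Preincubation: enzyme (10 nM) with compound, 15 min, RT. Reaction: substrate added to 50 nM final. Reads: 0 and 10 min. Analysis: normalized, Hill fit.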
# ERG-DNA inh: ERG Ets/DNA interaction inhibition | fluorescence polarization, His-ERG Ets domain / labelled DNA | actives 0.028% (n = 370,000) | AID 624246 | Potency, µM (titrated, usually from 76.9 µM), for the others: at the highest dose FP activity, negative = inhibition, most hits filed as inhibitors; active means well fitted inhibition curve with a large enough effect in the polarisation, with a control signal flat; inconclusive means small, poorly fitted or top-dose-only effect, or effect the other way, or a change in a side signal; inactive means no such curve, though single readings can be large or run the other way; the % refers to the polarisation;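 further: polarization taken with two DNA probes labelled with fluorescein and Texas red; potency means the concentration at half of the fitted maximal effect; % of control where 0% means no effect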
# Target sequence (P11308 whole entry, looked up, the tested form may be a part): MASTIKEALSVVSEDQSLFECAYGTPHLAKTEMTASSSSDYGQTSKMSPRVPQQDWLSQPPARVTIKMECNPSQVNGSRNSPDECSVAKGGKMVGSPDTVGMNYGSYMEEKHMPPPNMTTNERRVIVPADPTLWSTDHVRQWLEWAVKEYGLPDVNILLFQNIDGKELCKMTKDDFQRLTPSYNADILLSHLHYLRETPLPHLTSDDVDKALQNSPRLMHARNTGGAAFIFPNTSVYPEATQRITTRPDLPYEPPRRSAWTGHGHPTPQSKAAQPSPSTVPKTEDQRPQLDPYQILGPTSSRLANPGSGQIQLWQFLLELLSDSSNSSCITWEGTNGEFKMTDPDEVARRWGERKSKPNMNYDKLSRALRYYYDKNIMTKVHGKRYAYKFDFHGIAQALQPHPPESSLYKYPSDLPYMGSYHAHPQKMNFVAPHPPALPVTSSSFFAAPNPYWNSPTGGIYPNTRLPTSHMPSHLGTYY
#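 His-tagged ERG Ets domain (1 uM in the protein solution; 300mM KCl, 50mM Tris-HCl, 1mM EDTA, 1mM DTT, pH 7.5) received compound, then a probe mix of 5 nM fluorescein-DNA and 100nM Texas-615-DNA. Fluorescence polarization was read for both dyes.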
# 12-LOX inh: ALOX12 (human) lipoxygenase inhibition. P18054. purified 12hLO, xylenol orange hydroperoxide absorbance. Potency, µM (series often up to 108 µM), without a hit: top-dose activity change, negative = inhibition, hits mostly inhibitors. actives 1.1% (n = 580,000); further: potency means the concentration at half of the fitted maximal effect; on the % scale 0 is the no-effect control and ±100 the full control effect
#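 Purified human 12hLO at 150 nM in 25 mM Hepes, 0.01% Triton X-100, pH 7.0, preincubated 15 min at room temperature with compound. Reaction started with 40 uM arachidonic acid, 30 min at room temperature. Hydroperoxide measured by Fe-xylenol orange, 573/405 nm absorbance ratio.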
# TRHR agonist: agonists of human TRH receptor; TRHR cells, calcium flux fluo-8, FDSS agonist mode; activation, % at 2 µM; P34981; actives 0.18% (n = 360,000); in the data active means activation above about 30%; further: 0% is about no effect
#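 In this calcium-flux screen, cells bearing human TRHR are dye-loaded with fluo-8, baselined for 10 cycles, then exposed to library compounds; positive kinetic calcium responses during the agonist phase mark hits, with TRH as control.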
# BLM inh: Bloom syndrome helicase (human) inhibition. actives 0.2% (n = 350,000). recombinant BLM DNA unwinding, fluorescence dequenching. P54132. Potency, µM (highest dose often 56.1 µM), for inactives: at the top dose activity change, negative = inhibition, hits mostly inhibitors;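 further: potency means the concentration at half of the fitted maximal effect; plate controls were vehicle for no effect and no enzyme for full effect; nearly all actives have a fitted effect of over 35% in size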
# Apoferritin bind: candidate novel general anesthetic via apoferritin binding; apoferritin/1-aminoanthracene competitive binding, fluorescence; Potency, µM (series often up to 77.5 µM), inactives show at the highest dose activity change, negative = displacement, usual class: inhibitors; actives 0.074% (n = 350,000); further: potency means the concentration at half of the fitted maximal effect; on the % scale 0 is the no-effect control and ±100 the full control effect; nearly all actives have a fitted effect of over 20% in size
# Target sequence (P02791 2-175 limits assumed): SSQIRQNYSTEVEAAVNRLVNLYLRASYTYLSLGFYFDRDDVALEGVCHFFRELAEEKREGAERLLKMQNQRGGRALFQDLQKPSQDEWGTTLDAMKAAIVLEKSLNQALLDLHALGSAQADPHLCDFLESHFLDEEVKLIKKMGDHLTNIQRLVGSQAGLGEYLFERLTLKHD
#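 Horse-spleen apoferritin (10 uM) was mixed with 50% saturated 1-aminoanthracene in PBS, exposed to compounds for 10 min at room temperature, and read for fluorescence (ex 380 nm, em 535 nm). Competitive displacement was fitted with a four-parameter Hill equation.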
# APE1 inh: blocks human APE1 abasic DNA cleavage; actives 0.35% (n = 350,000); AID 2517; Potency, µM (series often up to 65.8 µM), for inactives: top-dose activity change, negative = inhibition, actives largely listed as inhibitors; P27695; recombinant APE1, TAMRA/BHQ-2 abasic DNA cleavage fluorescence;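 further: potency means the concentration at half of the fitted maximal effect; plate controls were vehicle for no effect and reference inhibitor for full effect; nearly all actives have a fitted effect of over 55% in size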
# Target sequence (P27695 whole entry, looked up): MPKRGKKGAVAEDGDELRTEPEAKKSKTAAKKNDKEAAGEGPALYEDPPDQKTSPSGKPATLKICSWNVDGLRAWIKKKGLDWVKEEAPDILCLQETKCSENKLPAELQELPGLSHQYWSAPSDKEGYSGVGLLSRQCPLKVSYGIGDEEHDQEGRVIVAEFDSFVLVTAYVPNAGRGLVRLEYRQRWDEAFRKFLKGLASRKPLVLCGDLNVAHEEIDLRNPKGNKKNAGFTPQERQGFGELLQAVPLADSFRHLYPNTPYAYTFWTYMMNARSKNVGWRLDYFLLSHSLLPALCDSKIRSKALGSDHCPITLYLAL
#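 Substrate: short duplex with […] THF abasic site, 5'-TAMRA and 3'-BHQ-2, 50 nM final. APE1 at 0.75 nM, preincubated 15 min RT with compound. Fluorescence increase from first to third read measured activity.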
# POLI inh: blocks human DNA polymerase iota activity | Q9UNA4 | Pol iota fluorescent replication assay, 10 min | Potency, µM (series often up to 115 µM), without a hit: at the highest dose activity, negative = inhibition, hits mostly inhibitors | actives 1% (n = 390,000); further: potency means the concentration at half of the fitted maximal effect
#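 Pol iota at 10 nM preincubated 15 min with compounds at room temperature; reaction started with fluorescent substrate, 50 nM final. Fluorescence read kinetically at 0 and 10 min; buffer-only wells as negative control.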
# * marks the source's active call; other numbers are inactive results; ? = inconclusive; / = no result given; [ ] = remark or other dose. Unless noted, the call rests on the fitted dose curve; in most records, active means well fitted curve in the direction sought with a large enough effect; inconclusive means small, poorly fitted or top-dose-only effect, or another doubt; inactive means no such curve, though single readings can be large; an effect the other way counts as inactive or inconclusive. The list is partial; the hit share may differ from the screen's.
# Start of the data: the first 5 records, to show the layout:
SMILES,POLK inh,Pol beta inh,ERG-DNA inh,12-LOX inh,TRHR agonist,BLM inh,Apoferritin bind,APE1 inh,POLI inh
COc1ccc2nc(SCC(=O)NC3CCCCC3)[nH]c2c1,-7%,4%,-4%,0%,0.4,-2%,6%,35%,5%
CC(C)CCc1noc(CN2CCN(c3ccc(Cl)cn3)CC2)n1,-24%,30%,-10%,-6%,-0.3,-3%,-11%,-6%,28%
CN1CCN(C(CC(=O)Nc2cccc(O)c2)C(=O)O)CC1 (centres undefined),/,9%,/,/,0.1,1%,1%,23%,/
O=C(C1=C(O)C(=O)N(c2ncccn2)C1c1ccc(F)cc1)c1ccco1 (centres undefined),-5%,18%,4%,?,0.8,0%,4%,-9%,132%[activator]
CN(C)CCCNS(=O)(=O)c1ccc(Oc2ncc(C(F)(F)F)cc2Cl)cc1,10%,-16%,0%,0%,-1.4,-5%,?,5%,-1%

# This part in full, previewed entries included:
SMILES,POLK inh,Pol beta inh,ERG-DNA inh,12-LOX inh,TRHR agonist,BLM inh,Apoferritin bind,APE1 inh,POLI inh
COc1ccc2nc(SCC(=O)NC3CCCCC3)[nH]c2c1,-7%,4%,-4%,0%,0.4,-2%,6%,35%,5%
CC(C)CCc1noc(CN2CCN(c3ccc(Cl)cn3)CC2)n1,-24%,30%,-10%,-6%,-0.3,-3%,-11%,-6%,28%
CN1CCN(C(CC(=O)Nc2cccc(O)c2)C(=O)O)CC1 (centres undefined),/,9%,/,/,0.1,1%,1%,23%,/
O=C(C1=C(O)C(=O)N(c2ncccn2)C1c1ccc(F)cc1)c1ccco1 (centres undefined),-5%,18%,4%,?,0.8,0%,4%,-9%,132%[activator]
CN(C)CCCNS(=O)(=O)c1ccc(Oc2ncc(C(F)(F)F)cc2Cl)cc1,10%,-16%,0%,0%,-1.4,-5%,?,5%,-1%
O=C(CCc1nc(-c2ccccc2)no1)NCC1CCCO1 (centres undefined),-3%,-4%,-5%,?,0.6,-3%,-11%,14%,15%
OCCC1CN(CC2CCCCC2)CCN1C1CCCC1 (centres undefined),-12%,-1%,1%,-11%,0.7,1%,-11%,12%,26%
COc1ccccc1N1C(=NC(=O)C2CCCCC2)SC2CS(=O)(=O)CC21 (centres undefined),-6%,54%[activator],3%,-2%,0.7,0%,-14%,-4%,10%
CC(C)COC(=O)n1c(SCC(=O)N(C)C)nc2ccccc21,2%,15%,-5%,0%,0.4,0%,?,-1%,2%
C=CCC(CC(O)COCCC)C(=O)NNC(=S)Nc1ccccc1 (centres undefined),-14%,-10%,1%,74%[activator],-1.0,-4%,-13%,-1%,30%
COc1ccc(-c2cc(-c3ccc(O)cc3)nc(N)c2C#N)cc1,-6%,36%,-15%,0%,0.0,-6%,39%[activator],1%,12%
CC(C)(C)OC(=O)N1CCC(c2c(C(=O)NCc3ccc(F)cc3)cnn2-c2ccc(F)cc2)CC1,-9%,0%,2%,3%,0.5,-2%,?,/,4%
O=C(NN=C1CCCCCC1)NC1CCCCC1,-1%,-3%,18%,-4%,-1.0,-2%,?,3%,41%[activator]
COc1ccc(Cn2c(CCCO)nc3ccccc32)cc1OC,-3%,-1%,-6%,0%,-0.2,1%,-6%,3%,20%
O=[N+]([O-])c1ccc(OCC(O)CNCCNc2nccc(C(F)(F)F)n2)cc1 (centres undefined),6%,19%,-9%,-9%,0.7,-5%,4%,-4%,67%[activator]
Cc1nn2c(N3CCN(c4ccccn4)CC3)cc(C(C)C)nc2c1-c1ccccc1,-2%,-11%,-4%,-1%,0.7,0%,5%,-4%,8%
CC(C)c1ccc(C2=CC(c3cccc(Cl)c3)n3c(nc4ccccc43)N2)cc1 (centres undefined),-9%[60.1 µM],-24%,0%,-15%,1.0,-5%,-8%,/,2%
CC(C)(C)c1cc(NC(=O)COC(=O)c2nccnc2N)n(-c2ccccc2)n1,-7%,12%,14%,-11%,0.2,-3%,8%,4%,28%
O=C(Nc1cccc([N+](=O)[O-])c1)Nc1ccc2c(c1)CCC2,-15%,?,6%,-19%,2.6,-9%,-7%,23%,13%
O=C(Nc1ccc(Cl)cc1)Nc1csc([N+](=O)[O-])c1,1%,-8%,5%,?,0.4,-8%,-15%,0%,?
COc1ccc(/C=C(\C#N)C(=O)OCC(=O)Nc2ccc(C(C)(C)C)cc2)cc1,-19%,2%,7%,1%,1.1,-6%,?,1%,10%
COc1ccc(NC(=O)Nc2ccc(N3CCOCC3)c3nonc23)c(OC)c1,0%,-27%,-4%,-19%,-1.1,3%,-2%,?,85%[activator]
CN(C)[C@@H](CO)c1nnc([C@H](CCC(=O)O)NC(=O)C2CCNCC2)o1,-27%,36%,-12%,28%,-0.4,-4%,-11%,?,-12%
CSCCC(NC(=O)c1ccccc1Br)C(=O)NCC(c1ccco1)N1CCCCC1 (centres undefined),-7%,/,13%,5%,-0.5,/,/,-1%,29%
Cc1ccc(/C=C(\C#N)C(=O)Nc2cc(C)ccc2C)cc1,-10%,0%,0%,-15%,1.3,-4%,-27%,/,-3%
Cc1ccc(-n2c(C)cc(C=C(C#N)C#N)c2C)cc1,-15%,9%,-2%,57%[activator][57.4 µM],-0.4,-4%,-13%,-5%,3%
CC1=NN(C(=O)CCc2ccccc2)C(c2ccccc2)C1 (centres undefined),-13%,0%,1%,-20%,-1.1,-3%,-19%,3%,35%[activator]
CCOC(=O)c1[nH]c2c(c1-c1ccccc1)C(=O)CC(c1ccc(OC)c(OC)c1)C2 (centres undefined),-28%,-9%,-4%,-10%,-0.1,-8%,-15%,?,-10%
O=C(NC1CCCCCC1)C(=S)NCc1ccccc1,-4%,-1%,8%,-15%,0.8,-11%,?,24%,111%[activator]
CC(CNC(=O)C1CCCCC1)NC(=O)C1CCCCC1 (centres undefined),4%,4%,/,0%,-0.2,2%,-7%,-1%,19%
Cc1ccc2occ(-c3cc(-c4ccc(Cl)cc4)nc4c3COc3ccccc3-4)c(=O)c2c1,6%,0%,3%,-7%,0.3,-2%,-2%,/,-14%
O=C(NCCCCl)C1CC(=O)N(CCc2ccc(F)cc2)C1 (centres undefined),-4%,28%,1%,-5%,0.2,0%,4%,-9%,13%
Cc1ccc(C(=O)CCC(=O)Nc2ccccc2C)c(C)c1,-14%,8%,1%,?,0.6,-3%,5%,11%,8%
Cc1ccc(CNC(=O)c2ccc3c(c2)nc2n3CCOC2)cc1,2%[60.1 µM],11%,-2%,-14%,0.0,-5%,-10%,/,1%
CC1(OCON)CCCc2ccccc21 (centres undefined),-1%,19%,-4%,28%,1.5,-1%,-23%,-4%,?
CN(C(=O)c1ccc(NC(=O)Cc2cccc(NC(=O)C3CCCN(C(=O)CCc4ccccc4)C3)c2)cc1)C1CC1 (centres undefined),-15%,/,-1%,0%,/,/,/,/,2%
O=C(CCN1C(=O)C2C3C=CC(C3)C2C1=O)NCCc1ccccc1 (centres undefined),-11%,1%,-4%,-10%,0.3,-4%,5%,18%,-7%
CC(CC(=O)N(C)c1c(N)n(Cc2ccccc2)c(=O)[nH]c1=O)c1ccccc1 (centres undefined),1%,/,-8%,-3%,0.0,/,/,20%,35%[activator]
Clc1cccc(N2CCN(CCCN3CCN(c4ccccc4)CC3)CC2)c1,-1%,/,0%,-16%,/,/,/,/,45%[activator]
O=C(COC(=O)CCN1C(=O)c2cccc([N+](=O)[O-])c2C1=O)NCc1ccccc1,-1%,19%,-6%,-12%,0.0,0%,-5%,-1%,?
Cc1ccc(-c2c(C)sc3nc(CN4CCN(CC(=O)NC5CC5)CC4)[nH]c(=O)c23)cc1,-8%,/,/,0%,0.6,/,/,8%,35%[activator]
Cc1cc(C)c(NC(=O)Cn2nnc(C(=O)NCc3ccc4c(c3)OCO4)c2N)c(C)c1,-6%,2%,2%,/,2.1,-8%,-8%,20%,0%
NC(=O)CC[C@@H]1NC(=O)[C@H](CO)NC(=O)c2cc([N+](=O)[O-])cc(I)c2NCC[C@@H](C(N)=O)NC(=O)[C@H](Cc2ccc(O)cc2)NC1=O,/,8%,/,/,-0.1,5%,-6%,-10%,/
C=CCc1cccc(CNc2cnc3ccccc3c2)c1O,-24%,-16%,-8%,7.9µM*,-0.2,-10%,-23%,5%,58%[activator]
COc1ccc(-c2nc3n(n2)C(c2ccccc2Cl)C(C(N)=O)=C(C)N3)cc1 (centres undefined),-25%,11%,-8%,6%[57.4 µM],0.2,1%,-18%,-3%,1%
Cc1ccc(N2C(=O)C3CC3C2=O)cc1 (centres undefined),-4%,4%,-8%,-1%,-0.1,-4%,-9%,-1%,66%[activator]
COc1ccc(S(=O)(=O)NCC(=O)N(CC(=O)NCc2ccco2)Cc2ccccc2)cc1,-17%,-4%,3%,-9%,0.9,-9%,-4%,-2%[12.4 µM],26%
CC(=O)Nc1cc(C(=O)N(C)Cc2ccccc2)ccc1S(=O)(=O)c1ccc(C)cc1,-21%,-1%,6%,7%,-0.2,-4%,2%,13%,8%
CN(C)/C=C/C(=O)c1ncc(C(F)(F)F)cc1Cl,-2%,4%,17%,0%,0.3,-3%,-6%,0%,178%[activator]
COc1ccc(NC(=O)c2ccc([N+](=O)[O-])s2)c([N+](=O)[O-])c1,-17%,-16%,-4%,0%,0.5,-2%,-2%,-1%,14%
O=C(c1cccs1)N1CCN(S(=O)(=O)c2ccccc2)CC1,-8%,-6%,8%,0%,-0.2,-2%,-8%,-1%,14%
CCOCCCNC(=O)C(c1ccc(C)cc1)N(Cc1ccc2c(c1)OCO2)C(=O)c1ccccn1 (centres undefined),-4%,4%,-11%,-8%,0.0,-1%,-13%,-5%,118%[activator]
O=C1C2C3C=CC(CC3)C2C(=O)N1c1ccc([N+](=O)[O-])cc1 (centres undefined),-1%,-3%,2%,-6%,2.0,2%,-5%,21%,132%[activator]

# Screening results from PubChem BioAssay.
